uPA generation = inhibitors of cell surface uPA generation | cell surface uPA generation assay, qHTS | Potency, µM (highest dose often 38.3 µM), for inactives: at the top dose activity change, negative = inhibition, hits mostly inhibitors | actives 0.31% (n = 330,000) | AID 540303; active = well fitted inhibition curve with a large enough effect; inconclusive = small, poorly fitted or top-dose-only effect; inactive = no such curve, though single readings can be large or run the other way; tested in mouse RAW 264.7 cells; also: % is scaled to controls: 0 for no effect and ±100 for the full control effect; nearly all actives have a fitted effect of over 55% in size
NPC1 promoter act = NPC1 promoter activation; Potency, µM (titrated, usually from 9.22 µM), inactives show at the highest dose activation, most hits filed as activators; Huh7 NPC1 promoter luciferase reporter, 24 h; actives 2.4% (n = 320,000);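 also: % of control where 0% means no effect; nearly all actives have a fitted effect of over 60% in size; reporter is driven by a mutant NPC1 promoter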
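Stably transfected Huh7 (NPC1 promoter→luciferase), 1500 cells/well in Opti-MEM + 10% FBS, 2 h settle, then compound 24 h at 37 °C. Luminescence after 10 min with Amplite reagent.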
VP16 counter = inhibits Gal4-VP16 luciferase reporter, ROR gamma counter-screen; actives 3.5% (n = 310,000); Drosophila S2 Gal4-VP16 UAS-luciferase, luminescence, 20 h; Potency, µM (doses to about 53.6 µM), inactives show at the highest dose activity, negative = inhibition, usual class: inhibitors;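 also: Gal4-VP16 expression switched on by copper sulfate through the metallothionein promoter; % is scaled to controls: 0 for no effect and ±100 for the full control effect; nearly all actives have a fitted effect of over 50% in size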
p53 reactivator = re-activators of mutant p53; H1299 p53-A138V BP100-luciferase reporter, luminescence, 24 h; Potency, µM (titrated, usually from 92.2 µM), for the others: at the top dose activity change, positive = activation, hits mostly activators; actives 0.063% (n = 320,000); AID 504706; also: % of control where 0% means no effect; nearly all actives have a fitted effect of over 45% in size
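H1299 (p53-null), stable ts p53-A138V + BP100-Luc; 1000 cells/well, Opti-MEM/10% FBS; cpd 4 pt, 1:5; 24 h, 37 deg C, 5% CO2; detection reagent 10 min RT; luminescence.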
ELG1 genotox = induces genotoxicity in HEK293T cells with luciferase-tagged ELG1 | actives 1.3% (n = 330,000) | HEK293T ELG1-luciferase reporter, luminescence, 16 h | Potency, µM (top dose mostly 46 µM), for inactives: at the highest dose activity change, positive = activation, usual class: activators; also: % of control where 0% means no effect; nearly all actives have a fitted effect of over 60% in size
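Genotoxicity was scored as increased ELG1-luciferase reporter signal, measured by ONE-Glo luminescence (30 min, room temperature). Compound or vehicle exposure of the HEK293T reporter cells lasted 16 hr at 37°C.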
RORg inh = ROR gamma (mouse) transcription inhibition; actives 5.4% (n = 310,000); Potency, µM (top dose mostly 53.6 µM), for inactives: at the highest dose activity change, negative = inhibition, most hits filed as inhibitors; P51450; Drosophila S2 Gal4-RORgamma UAS-luciferase reporter, 20 h; also: % is scaled to controls: 0 for no effect and ±100 for the full control effect; nearly all actives have a fitted effect of over 60% in size
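Read-out: Photinus luciferase luminescence; inhibitors lower reporter signal. Insect Schneider cells with Gal4-ROR gamma fusion under metallothionein promoter, UAS reporter; 700 uM final copper sulfate induction, 20 hr, ambient temperature.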
MBNL1-CUG inh = inhibitors of human MBNL1 binding to CUG repeat RNA; Q9NR56; TR-FRET MBNL1-His/biotin-(CUG)12 binding, 665/545 ratio; Potency, µM (series often up to 57.5 µM), without a hit: at the highest dose activity change, negative = inhibition, actives largely listed as inhibitors; actives 0.036% (n = 280,000); AID 2675; active = well fitted inhibition curve with a large enough effect in the signal ratio, with a control signal flat, not every such curve was filed as active; inconclusive = small, poorly fitted or top-dose-only effect, or effect the other way, or a change in a side signal; inactive = no such curve, though single readings can be large or run the other way; the % refers to the signal ratio; also: % is scaled to controls: 0 for no effect and ±100 for the full control effect
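Compounds (final 92 nM to 58 uM) are added to His-tagged MBNL1 and biotin-(CUG)12, then terbium anti-His antibody and streptavidin-XL665 (5 nM final). After 60 min at room temperature, the 665/545 nm ratio is read.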
Rab9 prom act = activates the Rab9 promoter; AID 485297; Potency, µM (top dose mostly 9.22 µM), for the others: at the top dose activation, negative = inhibition, actives largely listed as activators; actives 2.8% (n = 320,000); Huh7 Rab9 promoter-luciferase reporter, luminescence, 24 h; also: % of control where 0% means no effect; nearly all actives have a fitted effect of over 60% in size
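Measured in stably transfected Huh7 cells bearing a Rab9 promoter–luciferase construct: 24 h compound treatment at 37 °C, followed by luminescence detection.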
FLuc modulator = counter-screen for miR-21 project: firefly luciferase inhibitors or activators. actives 6.9% (n = 360,000). P08659. purified FLuc, Km substrates, luminescence inhibition. Potency, µM (top dose mostly 57.5 µM), for inactives: at the highest dose activity change, negative = inhibition, usual class: inhibitors. AID 588342;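 also: plate controls were vehicle for no effect and reference inhibitor for full effect; nearly all actives have a fitted effect of over 55% in size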
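Biochemical qHTS of compounds, final roughly 60 µM downward over six points, against 10 nM purified firefly luciferase using Km concentrations of substrates (10 uM D-luciferin, 10 uM ATP) in Tris acetate pH 7.5 buffer; luminescence output.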
BRCA1 expr act = activators of BRCA1 expression | MCF7-BRCA1-FFLuc reporter, luminescence, 48 h; response scale: scaled: vehicle 0%, 10 µM genistein 100% | actives 1.1% (n = 380,000) | Potency, µM (top dose mostly 46.1 µM), for the others: at the highest dose activation, usual class: activators; also: nearly all actives have a fitted effect of over 80% in size; some results filed as inactive show a strong effect at the top dose
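48 h compound treatment of MCF7-BRCA1-FFLuc cells (phenol-red free MEM, 37 °C), then 15 min with luciferase substrate and luminescence imaging.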
CXXC DNA block = blocks binding of human MLL CXXC domain to DNA. Q03164. MLL-CXXC / FITC-HOXA9 DNA fluorescence polarization. Potency, µM (titrated, usually from 115 µM), inactives show at the highest dose activity change, negative = inhibition, hits mostly inhibitors. actives 0.037% (n = 290,000); active = well fitted inhibition curve with a large enough effect in the polarisation, with a control signal flat, not every such curve was filed as active; inconclusive = small, poorly fitted or top-dose-only effect, or effect the other way, or a change in a side signal; inactive = no such curve, though single readings can be large or run the other way; the % refers to the polarisation
Target sequence (Q03164 whole entry, looked up, the tested form may be a part): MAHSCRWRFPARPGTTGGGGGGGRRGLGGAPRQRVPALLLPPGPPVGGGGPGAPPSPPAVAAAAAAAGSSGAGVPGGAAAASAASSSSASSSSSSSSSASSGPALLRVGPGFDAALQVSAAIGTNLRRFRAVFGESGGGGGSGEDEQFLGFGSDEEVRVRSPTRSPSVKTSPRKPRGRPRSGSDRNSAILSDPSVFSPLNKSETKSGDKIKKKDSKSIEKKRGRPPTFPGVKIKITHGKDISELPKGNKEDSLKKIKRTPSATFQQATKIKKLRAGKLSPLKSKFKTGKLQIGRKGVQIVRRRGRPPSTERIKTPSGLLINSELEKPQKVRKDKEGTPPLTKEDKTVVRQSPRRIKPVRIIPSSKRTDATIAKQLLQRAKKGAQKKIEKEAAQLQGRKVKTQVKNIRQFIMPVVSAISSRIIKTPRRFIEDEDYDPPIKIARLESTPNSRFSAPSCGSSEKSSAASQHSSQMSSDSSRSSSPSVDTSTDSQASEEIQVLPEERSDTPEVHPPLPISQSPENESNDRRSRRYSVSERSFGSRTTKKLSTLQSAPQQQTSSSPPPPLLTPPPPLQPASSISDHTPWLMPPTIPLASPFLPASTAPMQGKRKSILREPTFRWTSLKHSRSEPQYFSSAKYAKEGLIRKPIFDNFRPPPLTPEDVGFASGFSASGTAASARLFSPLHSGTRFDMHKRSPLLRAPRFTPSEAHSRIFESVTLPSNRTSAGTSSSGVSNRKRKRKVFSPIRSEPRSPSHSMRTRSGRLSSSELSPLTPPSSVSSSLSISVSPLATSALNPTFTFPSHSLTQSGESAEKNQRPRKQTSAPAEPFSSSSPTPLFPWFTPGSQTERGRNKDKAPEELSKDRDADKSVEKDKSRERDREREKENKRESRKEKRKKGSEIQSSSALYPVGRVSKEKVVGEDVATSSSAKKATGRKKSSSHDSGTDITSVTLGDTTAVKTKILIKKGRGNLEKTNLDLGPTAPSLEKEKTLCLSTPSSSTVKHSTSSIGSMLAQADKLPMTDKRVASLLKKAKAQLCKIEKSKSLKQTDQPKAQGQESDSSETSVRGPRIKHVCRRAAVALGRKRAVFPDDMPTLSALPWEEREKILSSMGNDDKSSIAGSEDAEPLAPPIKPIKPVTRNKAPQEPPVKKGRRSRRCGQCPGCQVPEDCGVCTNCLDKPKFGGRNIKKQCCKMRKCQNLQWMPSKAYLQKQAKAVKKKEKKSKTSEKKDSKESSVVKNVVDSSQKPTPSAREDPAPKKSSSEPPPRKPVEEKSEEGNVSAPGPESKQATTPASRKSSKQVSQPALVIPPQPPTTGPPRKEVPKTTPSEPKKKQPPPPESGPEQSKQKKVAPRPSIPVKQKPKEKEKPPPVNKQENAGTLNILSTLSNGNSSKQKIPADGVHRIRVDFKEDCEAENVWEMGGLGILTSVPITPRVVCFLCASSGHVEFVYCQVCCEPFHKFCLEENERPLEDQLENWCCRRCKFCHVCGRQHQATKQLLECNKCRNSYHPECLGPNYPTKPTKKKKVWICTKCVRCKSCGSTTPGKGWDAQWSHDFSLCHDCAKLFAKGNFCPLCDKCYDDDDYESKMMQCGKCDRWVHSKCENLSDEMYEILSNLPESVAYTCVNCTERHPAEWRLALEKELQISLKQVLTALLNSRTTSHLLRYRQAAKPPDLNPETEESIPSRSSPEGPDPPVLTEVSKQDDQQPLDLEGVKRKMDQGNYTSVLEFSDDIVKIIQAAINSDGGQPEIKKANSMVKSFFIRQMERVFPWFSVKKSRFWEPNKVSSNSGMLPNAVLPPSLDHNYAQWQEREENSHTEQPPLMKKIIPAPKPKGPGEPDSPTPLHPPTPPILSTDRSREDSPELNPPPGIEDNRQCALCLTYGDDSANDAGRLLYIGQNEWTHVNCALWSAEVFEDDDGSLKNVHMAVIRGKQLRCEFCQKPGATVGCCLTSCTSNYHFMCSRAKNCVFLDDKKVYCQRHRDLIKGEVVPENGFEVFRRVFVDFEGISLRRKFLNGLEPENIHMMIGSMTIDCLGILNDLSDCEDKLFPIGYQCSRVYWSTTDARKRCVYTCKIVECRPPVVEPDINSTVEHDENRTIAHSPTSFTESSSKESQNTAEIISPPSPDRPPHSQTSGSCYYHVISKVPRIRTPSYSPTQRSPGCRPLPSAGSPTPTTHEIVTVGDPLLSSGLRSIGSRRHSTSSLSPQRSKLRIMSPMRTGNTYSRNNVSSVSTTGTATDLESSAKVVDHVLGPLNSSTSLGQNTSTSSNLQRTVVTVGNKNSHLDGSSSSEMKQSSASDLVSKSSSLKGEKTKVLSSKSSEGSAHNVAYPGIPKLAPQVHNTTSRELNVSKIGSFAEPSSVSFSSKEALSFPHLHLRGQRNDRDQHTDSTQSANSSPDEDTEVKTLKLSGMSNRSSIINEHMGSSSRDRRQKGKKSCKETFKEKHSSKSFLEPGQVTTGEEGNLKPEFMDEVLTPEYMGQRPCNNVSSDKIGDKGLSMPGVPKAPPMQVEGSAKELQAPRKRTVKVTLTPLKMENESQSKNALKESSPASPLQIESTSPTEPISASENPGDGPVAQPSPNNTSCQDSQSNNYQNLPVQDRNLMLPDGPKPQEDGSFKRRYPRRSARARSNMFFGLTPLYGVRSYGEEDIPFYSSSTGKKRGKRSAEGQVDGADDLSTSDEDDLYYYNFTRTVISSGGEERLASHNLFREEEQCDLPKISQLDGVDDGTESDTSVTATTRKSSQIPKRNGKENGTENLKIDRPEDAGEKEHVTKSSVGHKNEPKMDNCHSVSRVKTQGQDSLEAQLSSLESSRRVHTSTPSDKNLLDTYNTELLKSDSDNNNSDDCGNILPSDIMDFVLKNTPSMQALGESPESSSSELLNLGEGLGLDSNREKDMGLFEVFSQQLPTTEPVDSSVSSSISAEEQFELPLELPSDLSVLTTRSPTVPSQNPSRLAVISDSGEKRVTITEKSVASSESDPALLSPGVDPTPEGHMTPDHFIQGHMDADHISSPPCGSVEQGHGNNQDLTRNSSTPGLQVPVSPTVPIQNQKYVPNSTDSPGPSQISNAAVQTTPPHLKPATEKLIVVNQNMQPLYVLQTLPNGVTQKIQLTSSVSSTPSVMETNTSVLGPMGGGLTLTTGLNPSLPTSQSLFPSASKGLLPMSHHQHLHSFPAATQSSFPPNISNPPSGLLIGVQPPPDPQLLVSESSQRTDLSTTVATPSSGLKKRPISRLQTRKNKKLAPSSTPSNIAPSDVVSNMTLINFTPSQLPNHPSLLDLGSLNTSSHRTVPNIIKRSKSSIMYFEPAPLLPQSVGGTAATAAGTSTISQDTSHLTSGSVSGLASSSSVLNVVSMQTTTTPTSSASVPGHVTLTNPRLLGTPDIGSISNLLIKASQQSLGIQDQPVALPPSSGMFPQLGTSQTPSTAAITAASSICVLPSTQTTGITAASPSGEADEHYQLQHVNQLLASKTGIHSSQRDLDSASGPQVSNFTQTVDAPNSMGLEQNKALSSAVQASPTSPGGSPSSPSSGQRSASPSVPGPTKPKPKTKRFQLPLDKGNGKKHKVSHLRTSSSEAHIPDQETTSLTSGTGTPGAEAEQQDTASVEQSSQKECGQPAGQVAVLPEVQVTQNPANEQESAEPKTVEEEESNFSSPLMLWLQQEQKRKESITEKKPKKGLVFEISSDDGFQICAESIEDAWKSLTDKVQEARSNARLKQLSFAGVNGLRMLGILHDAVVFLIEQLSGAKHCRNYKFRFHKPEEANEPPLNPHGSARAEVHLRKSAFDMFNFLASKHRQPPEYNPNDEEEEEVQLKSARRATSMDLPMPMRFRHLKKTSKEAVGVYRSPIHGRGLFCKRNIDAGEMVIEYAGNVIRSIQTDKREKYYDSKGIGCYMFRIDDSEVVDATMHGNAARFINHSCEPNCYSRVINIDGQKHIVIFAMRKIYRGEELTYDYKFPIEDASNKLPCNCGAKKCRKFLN
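Steps: dispense CXXC domain solution (7 uM) → pin compounds or unlabeled HOX-A9 DNA control → 5 min ambient → add FLSN-HOX-A9 solution (50 nM) → spin → 30 min ambient → fluorescence polarization. Tris pH 7.5/NaCl/DTT/BSA buffer.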
The depositor's hits bear a star; ? = inconclusive; · = no result given; & = joins results of further samples; [ ] = dose if it differs, or a comment. Unless noted, calls follow the shape of the dose curve; as a rule, active = well fitted curve in the direction sought with a large enough effect; inconclusive = small, poorly fitted or top-dose-only effect, or another doubt; inactive = no such curve, though single readings can be large; an effect the other way counts as inactive or inconclusive. Potency is read from the fitted curve at half-maximal effect.

SMILES | uPA generation | NPC1 promoter act | VP16 counter | p53 reactivator | ELG1 genotox | RORg inh | MBNL1-CUG inh | Rab9 prom act | FLuc modulator | BRCA1 expr act | CXXC DNA block
CC(NC(=S)NC1CCCCC1)C(c1cccs1)N1CCOCC1 (configuration not stated) | 0% | 0% | ? | 10% | -2% | 8.9µM* | 0% | -1% | 1% | -12% | -10%
CCCCn1c(CCNC(=O)CCC)nc2ccccc21 | -10% | -2% | 7% | 3% | -8% | ? | 1% | -9% | -2% | -1% | 0%
Nc1nc(OCC2CCCCC2)c2[nH]cnc2n1 | ? | 11% | -20%&1% | · | ? | 36%&29% | 2% | -1% | ? | -3% | 2%
N#Cc1c(N2CCCC2)nsc1-c1ccccc1 | 2% | ? | ? | ? | ? | 1% | 83%[activator] | ? | 15µM* | ? | 42%[activator]
Cc1ccc(C(=O)Nc2nc(=O)n(C(=O)CC(C)C)s2)cc1 | -3% | -1% | 3% | -22% | 0% | 2% | -4% | 2% | ? | 15% | 12%
CCN(CC)P(=O)(Nc1ccc(SC(F)F)cc1)c1ccc(N(C)C)cc1NC(=O)c1ccco1 (configuration not stated) | ? | 6% | 4% | 3% | -7% | 44% | -16% | 14% | 2% | -68% | 3%
COC(=O)c1c(NC(=O)CCNCc2ccco2)sc2c1CCC2 | -1% | -2% | 11% | -4% | -1% | -2% | · | -2% | -1% | -32% | -4%
Cc1cc(C(=O)N2CCN(c3cccc(Cl)c3)CC2)c(C)o1 | -12% | -18% | 9% | -1% | -7% | -35% | -15% | -8% | -1% | -63% | 13%
Cc1nc(C)c(-c2csc(NCCc3ccccc3)n2)s1 | -2% | 7% | 4% | ? | -1% | 23% | 25% | -3% | 17µM* | 25% | -19%
COC(C(=O)Nc1ccnn1C1CCN(Cc2cnn(C(C)C)c2)CC1)c1ccccc1 (configuration not stated) | 0% | 0% | 5% | 24% | 5% | 0% | 4% | -2%[1.84 µM] | 1% | 6% | -2%
Cc1ccc(S(=O)(=O)N2CCCC2=O)c(C)c1N(C)S(C)(=O)=O | -1% | -2% | · | · | 1% | · | 0% | 7% | 0% | -13% | -3%
COc1ccc(C(CNC(=O)c2ccco2)N2CCOCC2)cc1 (configuration not stated) | -11% | -2% | · | ? | 7% | · | · | 3% | · | 30% | ·
O=C(NCC1CCCO1)C1CCN(C2CCN(Cc3cccs3)CC2)CC1 (configuration not stated) | -4% | 0% | 4% | -1% | -3% | 28% | -18% | -2% | 1% | -10% | 2%
CCOC(=O)c1[nH]c2cc3c(cc2c1NC(=O)CN1CCc2ccccc2C1)OCO3 | -14% | 1% | -23% | 0% | -4% | ? | 7% | -1% | -18% | -57% | 43%[activator]
Cc1ccccc1OCC(=O)NCCCNC(=O)c1ccncc1 | 5% | 0% | -12% | 1% | -2% | -7% | -5% | 0% | 1% | 15% | 28%
N#CC1CC(c2ccc([N+](=O)[O-])cc2)=NN1c1ccc([N+](=O)[O-])cc1 (configuration not stated) | 1% | -1% | 5% | -1% | -1% | 38% | 14% | -3% | -7% | -16% | -9%
Cc1cc(Nc2cccc(Cl)c2Cl)n2ncnc2n1 | -7% | -5% | ? | 5% | 12% | 13µM* | -5% | 0% | -2% | -24% | 3%
c1ccc(-n2nnnc2SCc2ccccn2)cc1 | 0% | -4% | 15% | 5% | 12% | 41% | -1% | -1% | 2% | 4% | 7%
CCCNC(=O)COC(=O)C1CCN(S(=O)(=O)c2ccc3c(c2)OCCO3)CC1 | 0% | -1% | · | 13% | -4% | · | · | 1% | -3% | 12% | ·
Cc1ccccc1Nc1nc(N)nc(CSc2nnc(C)n2C)n1 | 7% | 0% | -1% | -1% | 5% | 19% | 3% | 9% | -7% | 0% | -4%
O=C1O[C@@H](c2ccc(O)cc2)Cc2cccc(O)c21 | 9% | -1% | · | 11% | 3% | · | · | 2% | -24% | -8% | ·
CC(C)=CC(=O)Nc1nnc(-c2ccccc2)s1 | -18% | 2.2µM* | -5%[0.365 µM] | · | 2.9µM* | -18% | 9% | 1.4µM* | ? | ? | 3%
O=C(Nn1cnnc1)c1ccccc1CCc1ccccc1 | -4% | -1% | -1% | -2% | -2% | 0% | 4% | 2% | 2% | 2% | 0%
Cn1cnnc1SCc1ccc(C(=O)NN)cc1 | -4% | -7% | 1% | 7% | -1% | -6% | 8% | -27% | 2% | 0% | 7%
CC(C)C(NC(=O)OCc1ccccc1)C(=O)OCC(=O)N1CCCCC1 (configuration not stated) | 1% | 29% | 15% | ? | 21µM* | 37% | 4% | ? | 17µM* | ? | 0%

(cont.)
SMILES | uPA generation | NPC1 promoter act | VP16 counter | p53 reactivator | ELG1 genotox | RORg inh | MBNL1-CUG inh | Rab9 prom act | FLuc modulator | BRCA1 expr act | CXXC DNA block
c1ccc(C[C@H]2CNCCN2CC2CCCCC2)cc1 | -18% | 1% | · | 21% | 0% | · | · | -1% | -2% | -13% | ·
CC(=O)c1cc(C)ccc1OC(=O)c1cccnc1 | -2% | 0% | -5% | -6% | -4% | ? | 3% | -4% | 4% | -23% | 39%[activator]
COc1cccc(NC(=O)CS(=O)(=O)c2cccc3nsnc23)c1 | 0% | 1% | 2% | -9% | 0% | 11% | ? | -14% | -1% | -9% | 8%
Cc1cc(-c2nnc(CCC(=O)N(C)Cc3ccsc3)o2)no1 | 0% | 2% | -14% | 10% | 0% | 14% | 1% | -1% | -9% | 31% | -3%
O=C(CSC(=S)N1CCCCC1)N1N=CCC1c1ccccc1 (configuration not stated) | · | 26% | 1% | 25% | ? | 7% | -6% | 22% | 21µM* | ? | -4%
COC(=O)c1[nH]c2ccc(Br)cc2c1NC(=O)CN1CCCCC1CCO (configuration not stated) | 3% | -8% | 7% | 0% | 1% | 4% | 21% | -3% | -1% | -8% | 5%
NS(=O)(=O)c1ccc(CCNC(=O)COC(=O)/C=C/c2ccc(OC(F)F)cc2)cc1 | 4% | -6% | · | -1% | 0% | · | · | -2% | 0% | -16% | ·
Cc1nc(-c2coc3c(CN(C)C)c(O)ccc3c2=O)cs1 | · | -2% | -6% | 8% | -3% | -1% | 3% | 2% | -2% | -33% | 6%
Cc1cccc(C)c1OCc1cc(C(=O)N2CC3C[C@@H]4CC2C[C@H](C3)C4)no1 | 0% | 2µM* | ? | -19% | 2% | -4% | -3% | 1.6µM* | ? | ? | 24%
COc1cc(C2NC(=O)NC(C)=C2[N+](=O)[O-])cc(OC)c1OC (configuration not stated) | 1% | -3% | -24% | -3% | 2% | -2% | 8% | -7% | -1% | 1% | 3%
COc1ccc2c(c1)c1nc3ccccc3nc1n2CCCN1C(=O)c2ccccc2C1=O | 1% | -2% | -1% | -3% | 6% | 6% | 7% | -7% | 5% | ? | -3%
CNC(=S)NCc1ccc(OC)cc1 | 1% | 0% | 0% | -8% | -2% | 0% | -2% | -1% | 5% | -25% | 0%
O=C(Cc1ccccc1)NCc1ccc(F)cc1 | -9% | 24% | 2% | ? | 13% | 24% | ? | ? | ? | 68% | 16%
CCS(=O)(=O)c1nc2ccccc2n1Cc1ccccc1Cl | ? | -3% | -15% | -2% | ? | -1% | -8% | -1% | -1% | -18% | -5%
O=C(COc1cc(Cl)c(Cl)cc1Cl)Nc1ccc([N+](=O)[O-])cc1Cl | -2% | -1% | 8% | -3% | -2% | 10% | 5% | 1% | -3% | -8% | 9%
COc1ccc(OC)c(CN2CCN(C(=O)c3ccc(F)cc3)CC2)c1 | 5% | -7% | 14% | · | 0% | 16% | -1% | -1% | 4% | 1% | -13%
Cc1cc(C)c(S(=O)(=O)c2ccc(C(C)(C)C)cc2)c(Cl)n1 | -8% | 1% | 10% | 6% | -6% | 61% | -9% | 6% | 3% | 3% | -3%
COc1ccc(S(=O)(=O)N(C)CC(=O)NCc2cccnc2)cc1C | 0% | -2% | -1% | -15% | -4% | 17% | 8% | -6% | 3% | -2% | -2%
COc1cccc(NC(=O)CN(C)C(=O)c2ccc(-c3ccc(Cl)cc3)o2)c1 | -14% | 10% | · | -1% | 13% | · | · | 5% | ? | 9% | ·
N#C/C(=N\Nc1cccc(Cl)c1)C(=O)c1ccccc1 | -11% | 6% | ? | ? | -1% | 25% | -12% | -2% | ? | -73% | 3%
Cc1ccccc1OCC(=O)NCc1ccccc1 | -7% | -1% | -18% | 1% | ? | 5% | -7% | 15% | -9% | 57% | -3%
Cc1ccccc1N=Cc1cccc(O)c1O | -11% | -8% | -6% | -20% | 0% | -30% | 5% | -4% | ? | -20% | 3%

Compound activity from PubChem BioAssay.

These rows are one share of the data, so the mix of outcomes need not match the whole.
